Assay outcomes deposited in PubChem BioAssay by Sanford-Burnham Center for Chemical Genomics.
ER stress death – protection against thapsigargin ER stress killing – CSM14.1 cells, ATP luminescence, primary screen. CSM14.1 thapsigargin ER stress survival. relative survival (cellular ATP), % at 15 µg/mL (by protocol). 48,000 tested, 0.33% active;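 active = survival measured by cellular ATP above 50% at 15 µg/ml in the first screen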;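 also: cell death triggered by about 15 µM thapsigargin; ATP read 24 h after thapsigargin was added; plate controls were thapsigargin with DMSO for no effect and DMSO without thapsigargin for full effect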
The depositor's hits bear a star. Only part of the results is shown; count on the stated rates, not on these rows.

SMILES	ER stress death
Cc1cc(C)c(-c2nn(-c3ccccc3)cc2C=O)c(C)c1	5
CCCc1cc(C(=O)OC)c(NC(=O)c2ccc(OCC(C)C)cc2)s1	0
COc1ccc(CC(=O)Nc2ccc(Br)cc2F)cc1OC	6
Cc1ccc(NC(=S)NC2CC(C)(C)NC(C)(C)C2)cc1	-5
Cc1ccc(C(C)C)c(OCCNC(=O)c2ccccc2Cl)c1	5
O=C(Nc1ccc(Cl)c(Cl)c1)Nc1nnc(COc2ccc([N+](=O)[O-])cc2)s1	5
C#CCOc1ccc(/C=C(/C#N)C(=O)Nc2cccc(Br)c2)cc1OC	0
COc1cc(C2Nc3ccccc3C(=O)N2c2ccc(Cl)cc2)ccc1O (stereo not drawn)	-2
COc1ccc(C(=O)N2CCN(c3ccc([N+](=O)[O-])cc3)CC2)cc1Cl	3
CC(=O)Nc1ccc(-c2ccc(NC(C)=O)c(Cl)c2)cc1Cl	6
O=S(=O)(Nc1ccc(SC(F)F)cc1)c1cccc2cccnc12	9
CCc1nnc(NC(=O)CC(c2ccccc2)c2ccccc2)s1	12
COc1ccc(-c2noc(-c3ccc(Br)cc3)n2)cc1	10
COc1ccc(S(=O)(=O)N2CCN(Cc3cc(OC)c(OC)c(OC)c3)CC2)cc1	2
COc1ccc(Cc2nnc(NC(=O)Nc3ccccc3)s2)cc1	1
O=C(Nc1ccccc1)c1cccc(Cl)c1	4
COc1ccc(OCCCCOc2ccccc2)cc1	3
CCOc1cc(/C=C(/C#N)C(N)=O)cc(Br)c1O	5
CC(=O)Nc1ccc(S(=O)(=O)NC(c2ccccc2)c2ccccc2)cc1	0
O=C(Nc1cccc2ccccc12)c1cnn2c1NC(c1ccc3c(c1)OCO3)CC2C(F)(F)F (stereo not drawn)	11
Cc1ccc(NCc2c(O)ccc3ccccc23)cc1	4
Cc1ccccc1NCC(=O)N/N=C\c1ccc(I)o1	6
O=C(COc1ccccc1)Nc1ccc(C(=O)OC2CCCCC2)cc1	-3
COC(=O)C1=C(C)NC2=C(C(=O)CCC2)C1c1ccc(Br)cc1 (stereo not drawn)	2
COc1ccccc1NC(=O)/C(=C\c1ccc(Br)cc1)NC(=O)c1ccccc1OC	5
CCOC(=O)C1=C(C)N=c2s/c(=C\c3cn(C)c4ccccc34)c(=O)n2C1c1ccc(OC)c(OC)c1 (stereo not drawn)	8
Cc1c(C)c2ccc(OCC(=O)N(C)C)cc2oc1=O	0
COc1cc(/C=C2/C(=O)NC(=O)N(c3cc(C)cc(C)c3)C2=O)cc(Br)c1OC	4
COc1ccc(C(=O)Nc2ccc(N3CCN(C(C)=O)CC3)cc2)cc1	6
Cc1ccc(OCc2nnc(NC(=O)c3ccco3)s2)cc1	4
O=C(CSc1nc2ccccc2[nH]1)Nc1ccc(/C=C/c2ccccc2)cc1	9
Cc1cccc(N2C(=O)CC(Sc3ccccc3C(=O)O)C2=O)c1C (stereo not drawn)	2
Cc1ccc(S(=O)(=O)N2CCN(CCNC(=O)C(=O)Nc3ccc(Cl)cc3)CC2)cc1	-1
O=C(Nc1ccc(O)c(-c2nc3ccccc3s2)c1)c1cc2ccccc2oc1=O	25
CN1C2C=C(N(CCc3c[nH]c4ccccc34)C(=O)c3cc(Cl)cc(Cl)c3)CC1CC2 (stereo not drawn)	-7
COC(=O)C(NC(=O)c1ccccc1)C12CC3CC(CC(C3)C1)C2 (stereo not drawn)	0
CN1C(=O)C(c2ccc(O)cc2)(c2ccc(O)cc2)c2ccccc21	-7
O=C(O)CCN1C(=O)/C(=C\c2ccc3c(c2)OCO3)SC1=S	12
COC(=O)c1ccc(NC(=O)C2(C)CC3c4ccccc4C2c2ccccc23)cc1 (stereo not drawn)	6
O=C1/C(=C\c2ccc(O)c(O)c2)SC(=S)N1c1ccc(F)cc1	7
CCCCCOC(=O)C1=C(C)NC(=O)NC1c1ccc(Br)cc1 (stereo not drawn)	13
COc1ccccc1NC(=O)c1ccc2c3c(cccc13)CC2	10
O=C1C(Cl)=C(Nc2ccc(F)cc2)C(=O)N1c1ccccc1	4
CCN1C(=O)/C(=C\c2cccc(O)c2)SC1=S	5
NC1=NC(=O)C(Cc2cc(Cl)ccc2Cl)S1 (stereo not drawn)	4
Cc1cc(C)nc(SCc2ccc(Cl)cc2)n1	10
O=S(=O)(NCc1ccc2c(c1)OCO2)c1cccs1	7
O=C1/C(=C\c2cc([N+](=O)[O-])cc(Br)c2O)SC(=S)N1c1cccc(Cl)c1	-9
COc1ccc(NC(=O)/C(=C/c2cccs2)NC(=O)c2ccc(C(C)(C)C)cc2)cc1	4
N#C/C(=C\c1cn(CC(=O)Nc2ccccc2)c2ccccc12)C(=O)Nc1ccccc1Cl	-2
(more compounds)
SMILES	ER stress death
C/C(=C\c1ccccc1)C(=O)Nc1c(C)n(C)n(-c2ccccc2)c1=O	11
NC(=O)SCC(=O)Nc1cccc(Cl)c1	9
C(=N\n1cnnc1)/c1ccc(-c2cccc3ccccc23)o1	6
N#C/C(=C\c1c(O)n(-c2c(Cl)cccc2Cl)c2ccccc12)C(N)=NCc1ccccc1	1
O=C1C2C3C=CC(O3)C2C(=O)N1c1ccccc1I (stereo not drawn)	16
COc1ccc(CCN=Cc2c(O)n(-c3c(Cl)cccc3Cl)c3ccccc23)cc1OC	120*
Cc1ccnc(NC(=O)COc2cc(C)c(Cl)c(C)c2)c1	5
Cc1ccc(F)c(N/C=C/C(=O)c2ccc(Br)cc2)c1	4
COc1ccc(/C=C/C(=O)NCC(C)NC(=O)/C=C/c2ccc(OC)c(OC)c2)cc1OC (stereo not drawn)	-5
COc1ccc(/C=C(\NC(=O)c2ccc([N+](=O)[O-])cc2)C(=O)NCCCN(C)C)cc1	6

Exported field by field: entries from further up
> O=C1C2C3C=CC(O3)C2C(=O)N1c1ccccc1I (stereo not drawn)
  ER stress death = 16
> COc1ccc(CCN=Cc2c(O)n(-c3c(Cl)cccc3Cl)c3ccccc23)cc1OC
  ER stress death = 120*

(cont.)
SMILES	ER stress death
CN=C(Nc1ccc(Cl)cc1)SC1CC(=O)N(c2ccccc2F)C1=O (stereo not drawn)	5
COC(=O)c1ccc(-c2ccc(/C=N\Nc3ccc([N+](=O)[O-])cn3)o2)cc1	-4
C=C(C)c1cccc(C(C)(C)NC(=O)NCc2ccccn2)c1	5
COc1ccc(C(=O)O/N=C(\N)c2ccccc2)cc1	-4
COc1ccc(C(=O)CSc2ncn(-c3ccccc3)n2)cc1	13
O=C1C(=O)N(c2cccnc2)C(c2ccccc2)/C1=C(\O)c1ccc(Cl)cc1 (stereo not drawn)	9
O=C(O)C(Cc1ccccc1)N1C(=O)/C(=C/c2cccc3ccccc23)SC1=S (stereo not drawn)	-2
COc1c(O)ccc(/C=N\NC(=O)c2ccc3c(c2)OCO3)c1[N+](=O)[O-]	-7
Cc1c(NS(=O)(=O)c2ccc(F)cc2)cccc1[N+](=O)[O-]	7
COc1ccc(C(=O)Nc2ccc(O)c(-c3nc4ccccc4s3)c2)cc1[N+](=O)[O-]	7
COc1cc([N+](=O)[O-])ccc1NC(=O)/C=C\c1ccc(Cl)cc1	5
O=C(NCc1cccnc1)c1cccc(S(=O)(=O)N2CCCCC2)c1	7
COc1cccc(NC(=O)c2ccc(CN3CCc4ccccc4C3)cc2)c1	3
COc1ccc(OC)c(NC(=O)C2CC2(c2cccc(C)c2)c2cccc(C)c2)c1 (stereo not drawn)	8
CCCOc1ccc(/C=N/N2CCN(Cc3ccccc3Cl)CC2)cc1	0
CCc1nc(C)cn1S(=O)(=O)c1ccc(Cl)c([N+](=O)[O-])c1	-6
Cn1c(=O)c2c(nc3n2CC(=O)N3c2ccc(F)cc2F)n(C)c1=O	0
CCc1sc(-c2c(C#N)c(N)nc3c2CCCC3)cc1Br	4
Cc1ccc(OCC(=O)NC2C3CC4CC(C3)CC2C4)c(Br)c1 (stereo not drawn)	7
CC(=O)N(C)N1c2ccccc2CCc2ccccc21	4
CC(C)OC(=O)c1c(NC(=O)c2cccc(OC(C)C)c2)sc2c1CCC2	15
Nc1nnc(COc2ccccc2)s1	8
Cc1ccc(C(C)C)c(OCC(=O)Nc2ccc(Cl)cn2)c1	9
O=C(CCN1C(=O)S/C(=C/c2ccc(Cl)cc2)C1=O)Nc1ccc(S(=O)(=O)Nc2nccs2)cc1	4
O=C(c1ccco1)N1CCN(C(=O)c2cccs2)CC1	10
N#Cc1ccccc1NC(=O)NS(=O)(=O)c1ccccc1Cl	2
Cc1ccc(NC(=O)c2cccc(Cl)c2)cc1Cl	12
CCOC(=O)c1c(NC(=O)/C=C/c2ccccc2)sc(C)c1C	10
Cc1cc(C(c2ccc(F)cc2)c2cc(C)c(NC(=O)c3ccccc3)c(C)c2)cc(C)c1NC(=O)c1ccccc1	4
O=C(CSc1nnnn1-c1ccccc1)NC12CC3CC(CC(C3)C1)C2	8

Quoted at random: 4 compounds from above
SMILES	ER stress death
Cc1ccc(NC(=O)c2cccc(Cl)c2)cc1Cl	12
O=C(CCN1C(=O)S/C(=C/c2ccc(Cl)cc2)C1=O)Nc1ccc(S(=O)(=O)Nc2nccs2)cc1	4
O=C(CSc1nnnn1-c1ccccc1)NC12CC3CC(CC(C3)C1)C2	8
N#Cc1ccccc1NC(=O)NS(=O)(=O)c1ccccc1Cl	2

Next section.
SMILES	ER stress death
COc1ccc(C=NCCC23CC4CC(CC(C4)C2)C3)c(OC)c1	-5
CCOc1cc(/C=C2/C(=O)NC(=O)N(C)C2=O)cc(Br)c1O	11
Cc1sc(NC(=O)c2ccc(Cl)cc2Cl)nc1C12CC3CC(CC(C3)C1)C2	3
CC(C)c1ccccc1OCCCN1CCCC1	-1
O=C1C(=O)N(CC2CCCO2)C(c2cccc(F)c2)/C1=C(/O)c1ccccc1 (stereo not drawn)	4
Cc1ccc(/C=N/NC(=O)C(O)c2ccccc2)cc1 (stereo not drawn)	9
O=C(NC(=S)Nc1cc([N+](=O)[O-])ccc1Cl)c1ccc(Cl)cc1	4
COc1ccc(/C=N/NC(=O)C(C)Nc2ccc(Cl)cc2)c(OC)c1 (stereo not drawn)	6
COc1ccc(S(=O)(=O)N(CC(=O)NCc2ccccc2)Cc2ccccc2)cc1	3
CCN(CC)CCCCCOc1ccc(Cl)cc1	-18

The closing 2 compounds of the part above come first, to join the parts:
SMILES	ER stress death
COc1ccc(S(=O)(=O)N(CC(=O)NCc2ccccc2)Cc2ccccc2)cc1	3
CCN(CC)CCCCCOc1ccc(Cl)cc1	-18
CC(=O)c1ccc(NC(=O)C2CC(=O)N(c3cc(C)ccc3C)C2)cc1 (stereo not drawn)	-2
O=C1C2=C(Nc3ccccc3SC2c2ccc([N+](=O)[O-])cc2)c2ccccc21 (stereo not drawn)	3
CC12CC3(C)CC(C)(C1)CC(C(N)=O)(C2)C3	1
OCCNCCOc1cccc(Cl)c1Cl	-13
COCCN1C(=O)/C(=C/c2ccc(F)cc2)SC1=S	8
Cc1ccc(/C(CCN(C)C)=N/O)cc1	16
Cc1ccc(C(=O)O/N=C(\N)c2ccc(Cl)cc2)cc1	11
CC1=NN(c2ccccc2)C(=O)C1C(c1ccccc1)C(C#N)C#N (stereo not drawn)	0
COc1ccc(/C=C2\SC(=S)N(Cc3ccco3)C2=O)cc1OC	11
COc1ccc(C2CC(=O)CC(=O)C2)cc1	-6
CCOC(=O)C(CCCCOc1ccc([N+](=O)[O-])cc1)C(=O)OCC	12
COc1ccc(Nc2ccc(N)cc2)cc1	-15
CCOc1ccc(C(=O)Nc2ccc3oc(-c4ccccc4Br)nc3c2)cc1	2
CCCCOP(=O)(CP(=O)(OCCCC)OCCCC)CP(=O)(OCCCC)OCCCC	22
CCCC(=O)C1=C(O)C(C(=O)OC)C(C)(C)CC1=Nc1ccccc1OC (stereo not drawn)	0
O=C(O)CCCCCN1C(=O)C(O)=C(C(=O)/C=C/c2ccccc2)C1c1ccccc1 (stereo not drawn)	2
O=C1C(=O)N(c2nccs2)C(c2cccs2)/C1=C(\O)c1ccc(Cl)cc1 (stereo not drawn)	0
O=C(CSc1ccccn1)Nc1ccccc1-c1ccccc1	3
O/N=C/c1cn(-c2ccccc2)nc1-c1ccc(Cl)cc1	2
Cc1ccc([N+](=O)[O-])cc1S(=O)(=O)N1CCOCC1	9
CCOc1ccc(N2C(=O)C3C(C2=O)C2(C)C(=O)C3(C)C(c3ccccc3)=C2c2ccccc2)cc1 (stereo not drawn)	7
O=C(NCC1CCCO1)c1ccc(Cl)cc1Cl (stereo not drawn)	1
Cc1ccc(-c2nn(-c3ccccc3)cc2/C=C/C(=O)c2cccs2)cc1	2
O=C(COc1ccc2ccccc2c1)NNC(=O)c1cccc(Cl)c1	7
CCOc1cccc(-c2cc(C(=O)NCc3ccc4c(c3)OCO4)c3ccccc3n2)c1	2
CC(C)C(=O)Nc1cc(I)ccc1C(=O)O	-8
CN1C(=O)/C(=C\c2cc(Cl)c(O)c(Cl)c2)SC1=S	-2
CCN(CC)c1ccc(NC(=O)c2ccncc2)cc1	3

Sorted by number of heavy atoms (high to low): part of the list above.
SMILES	ER stress death
CCOc1ccc(N2C(=O)C3C(C2=O)C2(C)C(=O)C3(C)C(c3ccccc3)=C2c2ccccc2)cc1 (stereo not drawn)	7
CCOc1cccc(-c2cc(C(=O)NCc3ccc4c(c3)OCO4)c3ccccc3n2)c1	2
O=C(COc1ccc2ccccc2c1)NNC(=O)c1cccc(Cl)c1	7
O/N=C/c1cn(-c2ccccc2)nc1-c1ccc(Cl)cc1	2
CCN(CC)c1ccc(NC(=O)c2ccncc2)cc1	3
Cc1ccc([N+](=O)[O-])cc1S(=O)(=O)N1CCOCC1	9
CC(C)C(=O)Nc1cc(I)ccc1C(=O)O	-8
